Screening results: PubChem, Broad Institute
CFTR F508del cor = correctors of CFTR F508del function in bronchial epithelial cells | hit rate 0.36% among 350,000 | activity (quench increase), % at 7.58 µM | CFBE cells, YFP halide quenching; stimulated with forskolin plus potentiator P3; % fluorescence drop versus neutral controls | AID 720511;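 active means mean added fluorescence quench of at least 8% versus neutral control, with both replicates also reaching 8%; inconclusive means only one of the mean or replicate conditions met; inactive means mean below 8% and not both replicates reaching 8%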;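 further: cells transiently co-express mutant CFTR-F508del with the halide-sensitive YFP; corrector assay measuring rescue of mutant channel to the surface after 24 h compound exposure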
ERp5 block = blocks human ERp5 reductase activity on insulin; Q15084; inhibition, % at 9.99 µM; hit rate 0.05% among 350,000; AID 651711; ERp5 insulin aggregation, absorbance 650 nm, 90 min;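 active means mean replicate inhibition above about 25%, with every replicate also reaching it, limit read from the data, passing the limit was not always enough; inconclusive means only one of those two criteria met; inactive means neither criterion met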
Target sequence (Q15084 whole entry, looked up): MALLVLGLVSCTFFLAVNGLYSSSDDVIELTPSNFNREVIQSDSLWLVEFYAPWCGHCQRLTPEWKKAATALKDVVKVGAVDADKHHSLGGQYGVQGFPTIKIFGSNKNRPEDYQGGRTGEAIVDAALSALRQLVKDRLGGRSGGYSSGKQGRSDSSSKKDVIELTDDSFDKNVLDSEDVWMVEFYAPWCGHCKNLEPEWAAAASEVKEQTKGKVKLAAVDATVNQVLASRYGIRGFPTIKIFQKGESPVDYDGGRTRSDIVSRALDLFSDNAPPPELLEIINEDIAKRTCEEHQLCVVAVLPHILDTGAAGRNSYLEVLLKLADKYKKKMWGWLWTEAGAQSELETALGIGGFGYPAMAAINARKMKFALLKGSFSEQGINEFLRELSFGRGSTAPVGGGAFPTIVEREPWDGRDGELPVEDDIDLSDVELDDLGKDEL
Xi reactivation = X-chromosome reactivation activator; XiGFP mouse fibroblasts, % GFP-positive cells imaging, 3 d; cells co-treated with 5-aza-dC sensitizer; scaled so ellipticine positive control = 100%; activation, % at 7.58 µM; hit rate 0.055% among 360,000; AID 743238;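 active means mean normalized replicate activation at least 10% and every replicate at or above 10%; inconclusive means only one of the two criteria met; inactive means mean below 10% and not all replicates reach 10%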;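 further: 0% = median of on-plate neutral control wells and 100% = ellipticine 6 µM median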
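System: XiGFP fibroblasts, SV40-immortalized. Medium: DMEM plus 5-aza-dC sensitizer. Doses: single point. Timing: 3 d treatment, 15 min room-temperature fixation. Control set: ellipticine 6 µM.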
ARNT TACC3 PPI = disrupts binding between human ARNT and TACC3; inhibition, % at 9.99 µM; AlphaScreen His-ARNT PAS-B/GST-TACC3 binding, luminescence; TACC3 fragment carries E629A point mutation; hit rate 0.66% among 390,000; AID 623870;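 active means mean inhibition of replicates at least 50% and at least half of replicates each reaching 50%; inconclusive means half or more replicates reach 50% but mean below 50%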;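 further: 0% = complete ARNT plus TACC3 wells and 100% = ARNT alone without TACC3; many hits fall short of the cut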
PAX8 reporter = inhibitors of PAX8 transcriptional activity in RMG-I cells | RMG-I TPO-luciferase reporter, SteadyGlo, 24 h | inhibition, % at 12.6 µM | hit rate 1.2% among 360,000;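 active means mean replicate inhibition at least 60% with every replicate also reaching 60%; inconclusive means only one of the two criteria is met; inactive means mean below 60% and not all replicates reaching 60%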;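 further: luciferase light reporting Pax8 driven TPO promoter activity; plate controls were median of neutral control wells for no effect and mitoxantrone controls for full effect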
GSIS activator = GLuc luminescence reporter in INS-1E cells, primary screen for activators of glucose-dependent secretion of insulin | INS-1E GLuc reporter insulin secretion, 2-3 h | activation, % at 16.6 µM | hit rate 0.61% among 370,000 | AID 743287;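 active means lowest replicate activation of at least 40%, so every replicate reaches that level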;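 further: 0% = median of neutral control wells and 100% = median of IBMX positive control wells; some compounds called inactive have numbers as strong as hits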
EWS-Fli inh = blocks EWS/Fli oncoprotein-driven transcription | A673 NR0B1-luciferase reporter, viability-normalised | inhibition, % at 12.6 µM | hit rate 0.67% among 350,000 | AID 651661;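 active means mean inhibition of at least 50% after viability correction, with every replicate also passing that limit; inconclusive means mean reaches 50% but only one of two replicates passes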;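 further: firefly luciferase signal divided by Alamar Blue viability fluorescence both relative to DMSO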
DENV2 CPE = DENV2-induced cell death inhibition | DENV2-infected cells, cytopathic effect rescue, plate reader | CPE inhibition, % at 9.99 µM | hit rate 1.7% among 350,000 | AID 651640; in the data active means CPE inhibition above about 20%, passing the limit was not always enough; inconclusive means no clear call, values can overlap the other calls; tested in BHK-21 cells;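 further: 0% = median of neutral control wells and 100% = median of positive control wells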
An asterisk follows results filed as active; ? = inconclusive; nt = no result given.

The line under a structure holds: DENV2 CPE	ERp5 block	PAX8 reporter	ARNT TACC3 PPI	EWS-Fli inh	CFTR F508del cor	Xi reactivation	GSIS activator
- Cc1ccc(NC(=O)COC(=O)CN2C(=O)NC3(CCCC3)C2=O)cc1S(=O)(=O)N(C)C
 : 1	12	-3	-1	4	-0.3	0.5	-6
- COc1ccc(S(=O)(=O)N2CCCCCC2)cc1C(=O)N(C)Cc1ccc(F)cc1
 : 3	1	nt	nt	7	-1.2	0.1	-29
- C[C@H](CO)N1C[C@H](C)[C@H](CN(C)Cc2ccc(Cl)c(Cl)c2)Oc2ccc(NS(=O)(=O)c3ccc(Cl)cc3)cc2CC1=O
 : -4	17	26	3	0	4.8	0.2	1
- C=CS(=O)(=O)N(C(=C)C(=O)OC)S(C)(=O)=O
 : -10	2	18	nt	28	1.3	0.4	-14
- CC(C)C(OC(=O)CN1C(=O)c2ccccc2C1=O)C(=O)NC1CCCC1 (stereo not drawn)
 : 5	3	2	0	-7	0.4	0.1	7
- CSC(=NC#N)N1CCN(c2ccc([N+](=O)[O-])cc2)CC1
 : -1	0	16	5	7	0.0	0.0	1
- CC(C)CNC(=O)C1(C)CCCN1C(=O)c1c(Cl)cccc1Cl (stereo not drawn)
 : ?	0	-17	nt	-2	3.2	0.0	7
- COc1cccc(S(=O)(=O)Nc2ccc3c(c2)[C@@H]2C[C@H](CC(=O)NCC(F)(F)F)O[C@H](CO)[C@@H]2O3)c1
 : -10	-12	-10	4	15	-1.1	0.7	20
- C=CCN1C(=O)N/C(=C/c2ccc(C)o2)C1=O
 : nt	2	-19	nt	-24	1.1	0.3	-40
- Nc1ccc(S(=O)(=O)c2ccc(N)c(N)c2)cc1
 : 0	-1	-5	2	10	2.4	0.0	-3
- CC(C)CN1C(=O)C(=O)N(CC(=O)N(C)CC(=O)Nc2ccc(Cl)c(C(F)(F)F)c2)C1=O
 : 1	2	2	-6	-1	-2.9	0.0	-13
- COc1ccc(NC2C=CS(=O)(=O)C2)c(OC)c1 (stereo not drawn)
 : nt	-9	nt	4	3	0.0	nt	-5
- C[C@@H]1CN([C@@H](C)CO)C(=O)Cc2cc(NS(=O)(=O)c3ccc(Cl)cc3)ccc2O[C@H]1CN(C)S(=O)(=O)c1cn(C)cn1
 : 0	20	nt	-6	-3	-0.2	-1.0	-2
- C/C(=N\NC(=O)c1ccc(Cl)c(Cl)c1)c1ccccn1
 : ?	2	63*	nt	-1	-2.8	-0.1	9
- CO[C@@H]1CN(C)C(=O)c2cc(NC(=O)Nc3ccc(C(F)(F)F)cc3)ccc2OC[C@@H](C)NC[C@@H]1C
 : -6	3	nt	2	4	-0.4	0.0	-11
- COc1cccc(/C=N/Nc2cc(Cl)nc(C)n2)c1O
 : -8	0	-86	nt	-5	4.8	-0.1	18
- C/C=C/c1ccc([C@H]2[C@@H](CO)N3CCCCN(S(=O)(=O)c4ccc(F)cc4)C[C@H]23)cc1
 : 8	2	-5	10	10	-3.8	0.1	-4
- CCCNC(=O)C[C@@H]1C[C@H]2c3cc(NC(=O)Cc4ccncc4)ccc3O[C@H]2[C@H](CO)O1
 : -7	nt	-1	-3	5	-4.4	0.1	2
- O=C(Nc1cc(Sc2ccccn2)cc([N+](=O)[O-])c1)c1cccc(F)c1
 : nt	nt	15	-6	nt	nt	0.0	-31
- N#CCCN1C(=O)C2(OCCO2)c2ccccc21
 : 6	0	-4	-8	7	-0.4	0.1	9

An excerpt of these results, tab-delimited.
canonical_smiles	DENV2 CPE	ERp5 block	PAX8 reporter	ARNT TACC3 PPI	EWS-Fli inh	CFTR F508del cor	Xi reactivation	GSIS activator
CC(C)CN1C(=O)C(=O)N(CC(=O)N(C)CC(=O)Nc2ccc(Cl)c(C(F)(F)F)c2)C1=O	1	2	2	-6	-1	-2.9	0.0	-13
COc1ccc(NC2C=CS(=O)(=O)C2)c(OC)c1 (stereo not drawn)	nt	-9	nt	4	3	0.0	nt	-5
C[C@@H]1CN([C@@H](C)CO)C(=O)Cc2cc(NS(=O)(=O)c3ccc(Cl)cc3)ccc2O[C@H]1CN(C)S(=O)(=O)c1cn(C)cn1	0	20	nt	-6	-3	-0.2	-1.0	-2
C/C(=N\NC(=O)c1ccc(Cl)c(Cl)c1)c1ccccn1	?	2	63*	nt	-1	-2.8	-0.1	9
CO[C@@H]1CN(C)C(=O)c2cc(NC(=O)Nc3ccc(C(F)(F)F)cc3)ccc2OC[C@@H](C)NC[C@@H]1C	-6	3	nt	2	4	-0.4	0.0	-11

Returning to the listing, repeating the two entries before the break.
The line under a structure holds: DENV2 CPE	ERp5 block	PAX8 reporter	ARNT TACC3 PPI	EWS-Fli inh	CFTR F508del cor	Xi reactivation	GSIS activator
- O=C(Nc1cc(Sc2ccccn2)cc([N+](=O)[O-])c1)c1cccc(F)c1
 : nt	nt	15	-6	nt	nt	0.0	-31
- N#CCCN1C(=O)C2(OCCO2)c2ccccc21
 : 6	0	-4	-8	7	-0.4	0.1	9
- CC(C)Cn1c(N)c(C(=O)CSc2ncnc3sc4c(c23)CCCC4)c(=O)n(C)c1=O
 : 9	4	-9	0	7	nt	0.0	-1
- Cc1cc(C(=O)Nc2ccc3c(c2)OCO3)cs1
 : -6	2	nt	-1	-63	-0.2	nt	nt
- Cc1ccc2c(c1)C(c1ccncc1)=NNC(c1cccnc1)=N2
 : 4	7	10	1	7	-0.7	-0.1	nt
- CCCN1CCC(=O)N([C@H](CSc2ccccc2)Cc2ccccc2)CC1
 : 49*	2	-5	20	-8	-2.2	-0.1	-10
- Cc1ccc2c(CSc3nnc4ccccn34)cc(=O)oc2c1C
 : 10	-4	66*	-5	-37	-1.5	0.0	16
- CN1CCN(S(=O)(=O)c2ccc(NC(=S)NC(=O)C3CCC3)cc2)CC1
 : nt	nt	-8	1	nt	nt	0.1	-2
- CCN(CC)S(=O)(=O)c1ccc(OCCNS(C)(=O)=O)cc1
 : nt	1	16	15	-1	1.7	0.0	2
- CCn1cc(C(=O)O)c(=O)c2cc(F)c(N3CCN(C(=S)NC(=O)c4ccccc4Br)CC3)cc21
 : -2	0	-2	-4	5	-0.3	-0.1	1
